# Dengue-2 NS5 capping – Dengue-2 NS5 methyltransferase inhibitors, primary screen, biochemical, confirmation dose response (AID 588689); Dengue-2 NS5 methyltransferase capping enzyme assay, biochemical; higher % means a stronger effect; inhibition, % at 25 µM; hits with a dose series show IC50 in µM; 340,000 compounds, 0.3% hits; in the data active means a potency from the dose series; inconclusive means inhibition above about 29% without an active follow-up result
# Dengue-2 NS5 capping pilot replicate – further read-out of Dengue-2 NS5 capping, marked with its call; inhibition, %; measured here: pilot screen replicate inhibition
# Active calls of the source: *; u = inconclusive. An excerpt; rates above refer to the full screens.
SMILES,Dengue-2 NS5 capping,others
Cc1c(C(N)=O)cc([N+](=O)[O-])cc1[N+](=O)[O-],-3.1%,
COc1ccc(C(=O)N2CCN(S(=O)(=O)c3ccc4c(c3)OCCO4)CC2)cc1,0.6%,
CCOC(=O)[C@H]1[C@H]2COc3ccc(C)cc3[C@@H]2N2C(=O)c3cc(F)c(F)cc3NC(=O)[C@@]12C,-3.2%,
CCN(CC(=O)Nc1c(F)cccc1F)C(=O)c1ccc(NC(=O)CC2SC(N3CCCC3)=NC2=O)cc1 (stereo not given),-7.9%,
Cc1n[nH]c2ccc([N+](=O)[O-])cc2c1=O,1.1%,
CC1CCN(c2ccc3c(c2)S(=O)(=O)c2cc(C(=O)O)ccc2C3=O)CC1,-9.9%,
CCCCN1C(=O)C(=O)N(CC(=O)N2CCN(c3ccccc3)CC2)C1=O,-2.9%,
Cc1cccc(NC(=O)c2nc[nH]c2C(=O)NC[C@@H](C)O)c1,0.6%,
CCOC(=O)Cc1csc(SC(C)C(=O)NC2CCCCC2C)n1 (stereo not given),-3.0%,
C=C(CCO)C1=CCN(S(=O)C(C)(C)C)[C@H]1CCO (stereo not given in full),-2.6%,Dengue-2 NS5 capping pilot replicate=0.6
N#CC1(NC(=O)CSc2nnc(-c3ccccc3F)o2)CCCCC1,-0.7%,
Cc1cc(C)n2nc(C(=O)OC(C)C(=O)c3cc(C)c(C)cc3C)nc2n1 (stereo not given),8.8%,
COc1ccc(C(=O)OCC(=O)NC2CCCCCC2)c(OC)c1,-3.6%,
O=C(CSc1nccc(=O)[nH]1)NC1CCCCCC1,-5.7%,
COc1cccc(C(=O)OCC(=O)N2CCC(Cc3ccccc3)CC2)c1OC,-5.2%,
Cc1ccc(S(=O)(=O)NCCC(=O)OCC(=O)NCCc2ccccc2)cc1C,5.0%,
Cc1ccc(C2=CC(=O)C[C@H](c3ccc(Cl)cc3)C2)cc1,0.8%,
CCOC(=O)[C@H]1[C@H]2COc3cc(OC)ccc3[C@@H]2N2C(=O)CN(CCc3c[nH]c4ccccc34)C(=O)[C@@]12C,-5.2%,
O=C(COc1ccccc1F)Nc1ccc(N2CCOCC2)cc1N1CCOCC1,3.6%,
CCN(CC)CCCn1c2c(c(SCC(=O)N3CCc4ccccc43)nc1=O)CCC2,0.0%,
CCN(CC(=O)Nc1c(F)cccc1F)C(=O)CCN1C(=O)C2CC=CCC2C1=O (stereo not given),-7.2%,
COc1ccc(CNC(=O)COC(=O)CCn2c(C)csc2=O)cc1OC,-0.7%,
O=C(COC(=O)c1ccc(S(=O)(=O)N2CCOCC2)cc1)NCc1ccco1,-7.4%,
COc1ccc(OC)c(S(=O)(=O)Nc2ccc3c(c2)N(C(C)=O)CCC3)c1,2.2%,
Cc1ccc(S(=O)(=O)N2CCN(C(=O)CCCOc3cccc(C)c3)CC2)cc1,1.9%,
CC(C)(C)OC(=O)C[C@H]1C/C=C\C[C@@H](CC(=O)N[C@@H](CO)Cc2ccccc2)C(=O)NC[C@@H](c2ccccc2)OC1=O,-1.6%,
COc1ccc(CCNC(=O)COC(=O)Cc2ccccc2F)cc1,-7.2%,
CCn1c(C)nc2cc(C(=O)NN=Cc3ccccc3OC(F)F)ccc21,-10.8%,
O=S(=O)(NCC(c1ccco1)N1CCCCC1)c1cccc(C(F)(F)F)c1 (stereo not given),-0.8%,
Cc1csc(=O)n1CC(=O)OCc1nnc(-c2ccccc2)o1,-1.4%,

# 5 entries already listed, sorted by count of non-hydrogen atoms, descending:
SMILES,Dengue-2 NS5 capping,others
CCN(CC(=O)Nc1c(F)cccc1F)C(=O)CCN1C(=O)C2CC=CCC2C1=O (stereo not given),-7.2%,
COc1ccc(CNC(=O)COC(=O)CCn2c(C)csc2=O)cc1OC,-0.7%,
COc1ccc(CCNC(=O)COC(=O)Cc2ccccc2F)cc1,-7.2%,
Cc1csc(=O)n1CC(=O)OCc1nnc(-c2ccccc2)o1,-1.4%,
Cc1ccc(C2=CC(=O)C[C@H](c3ccc(Cl)cc3)C2)cc1,0.8%,

# Further compounds follow:
SMILES,Dengue-2 NS5 capping,others
CC(=O)c1ccc(OCC(=O)NC(=O)NC2CCCC2)cc1,1.1%,
CCOC(=O)[C@H]1[C@H]2COc3ccc(OC)cc3[C@@H]2N2C(=O)CN(Cc3ccco3)C(=O)[C@@]12C,6.6%,
Cc1ccccc1OCCC(=O)Nc1ccc(N2CCOCC2)cc1N1CCOCC1,-3.7%,
CCCNC(=O)C(Cc1ccc(F)cc1)NC(=O)c1ccc(C#N)cc1 (stereo not given),-4.8%,
O=C(C=CC=Cc1ccccc1)c1ccc([N+](=O)[O-])cc1,-1.1%,
O=C(CN1CCN(c2ccc(O)cc2)CC1)Nc1ccc(S(=O)(=O)N2CCCC2)cc1,-8.8%,
O=C(Cn1[nH]c(=O)c2ccccc2c1=O)OCC(=O)c1ccc(F)c(F)c1,1.4%,
CCOC(=O)C1CCN(C(=O)C(CCSC)NC(=O)c2ccccc2OC)CC1 (stereo not given),-0.8%,
CC[C@]12c3[nH]c4ccccc4c3CCN1C(=O)C(CC(=O)NCCc1ccccn1)C[C@@H]2C(=O)N1CCN(C(=O)C2CC2)CC1 (stereo not given in full),-6.0%,Dengue-2 NS5 capping pilot replicate=-5.8
NS(=O)(=O)c1ccc(CCNC(=O)C2CCN(C(=O)Nc3ccccc3)CC2)cc1,2.4%,
CCCCN1CC(COCc2ccccc2)Oc2cccc(NCc3ccc(OC)cc3)c2S1(=O)=O (stereo not given),-5.3%,Dengue-2 NS5 capping pilot replicate=-0.9
Cc1ccc(-n2nnnc2SCC(=O)N2CCNC2=O)cc1C,-0.4%,
CC(C)N(C(=O)[C@H]1CC(CC(=O)NCCCN(C)C)C(=O)N2CCc3c([nH]c4ccccc34)[C@]12C)C(C)C (stereo not given in full),-2.0%,Dengue-2 NS5 capping pilot replicate=-1.5
COc1ccc2oc(C(=O)OCC(=O)Nc3ccc(NC(C)=O)cc3)c(C)c2c1,-4.4%,
O=C(COC(=O)c1cccc(S(=O)(=O)N2CCOCC2)c1)Nc1ncc(Cl)cc1Cl,-9.8%,
O=S(=O)(Nc1ccc(-c2ccc(N3CCOCC3)nn2)cc1)c1cc(Cl)ccc1Cl,2.9%,
COc1ccc(C(=O)N2CCNC(=O)C2)cc1S(=O)(=O)Nc1ccc(Br)cc1,2.9%,
CN(C)S(=O)(=O)c1cccc(COC(=O)c2cc([N+](=O)[O-])ccc2N2CCOCC2)c1,8.7%,
O=C(N/N=C/c1cccnc1)c1ccc(Cl)c(Cl)c1,1.5%,
O=c1cc(CN2CCN(S(=O)(=O)c3ccccc3)CC2)nc2ccc(Cl)cn12,-13.8%,
C=CC[C@H](CC(=O)NCCO)C(=O)N[C@@H](C)COC(=O)[C@H](CC=C)CC(=O)OC(C)(C)C,-1.0%,Dengue-2 NS5 capping pilot replicate=2.4
CC1(C)C(=O)Nc2ccccc2N1C(=O)COc1cc(Cl)ccc1Cl,-1.5%,
CCC/C=C/c1ccc(CN2C(C)C(=O)N(Cc3cn(CCC4OCCO4)nn3)CCS2(=O)=O)cc1 (stereo not given),0.0%,
COc1ccc(NC(=O)COc2ccccc2C)cc1S(=O)(=O)N1CCCCC1,0.7%,
CCOC(=O)N1CCN(S(=O)(=O)CCNC(=O)c2cccc(OC)c2)CC1,-7.2%,
COC(=O)[C@@H](NCc1ccc(B(O)O)cc1)C(C)C,2.6%,
O=C(CCC(=O)Nc1ccccc1)N/N=C/c1ccncc1,-9.5%,
COc1ccc(NC(=O)N(C)C[C@H]2Oc3ccc(NC(=O)CCC(F)(F)F)cc3C(=O)N([C@H](C)CO)C[C@@H]2C)cc1,-4.1%,
NS(=O)(=O)c1ccc(CCNC(=O)COC(=O)/C=C/c2ccc(OC(F)F)cc2)cc1,5.0%,
CCCCCN(C(=O)CSc1n[nH]c(-c2ccc(C)cc2)n1)c1c(N)n(CCCC)c(=O)[nH]c1=O,5.0%,

# 5 compounds drawn at random from those above, as already listed:
SMILES,Dengue-2 NS5 capping,others
CCC/C=C/c1ccc(CN2C(C)C(=O)N(Cc3cn(CCC4OCCO4)nn3)CCS2(=O)=O)cc1 (stereo not given),0.0%,
O=C(CCC(=O)Nc1ccccc1)N/N=C/c1ccncc1,-9.5%,
CN(C)S(=O)(=O)c1cccc(COC(=O)c2cc([N+](=O)[O-])ccc2N2CCOCC2)c1,8.7%,
COc1ccc(C(=O)N2CCNC(=O)C2)cc1S(=O)(=O)Nc1ccc(Br)cc1,2.9%,
NS(=O)(=O)c1ccc(CCNC(=O)COC(=O)/C=C/c2ccc(OC(F)F)cc2)cc1,5.0%,

# More structures follow.
SMILES,Dengue-2 NS5 capping,others
O=c1[nH]c(CN2CCCCC2)ccc1O,64.9µM*,
C[C@H](CO)N1C[C@H](C)[C@@H](CN(C)S(=O)(=O)c2ccccc2)OCCCC[C@H](C)Oc2ccc(NC(=O)CCC(F)(F)F)cc2C1=O,-5.7%,
COc1cc(Oc2ccccc2)nc(N)n1,-4.6%,
CC1CC(C)CN(C(=O)COC(=O)c2ccc3ncsc3c2)C1 (stereo not given),-8.7%,
CCNC(=O)N(CC)C[C@H]1N[C@@](CC)(C(=O)OC)[C@H]2C(=O)N(Cc3ccccc3)C(=O)[C@@H]12,-2.3%,Dengue-2 NS5 capping pilot replicate=-8.8
O=C(CN1C(=O)NC2(CCCCC2)C1=O)NCCCSc1ccccc1,4.0%,
CC(=O)N1c2ccccc2[C@@H](C)[C@@H]1C,-1.6%,
Cc1ccc(CN2CC(C(=O)N3CCN(S(=O)(=O)c4ccc(C)cc4C)CC3)CC2=O)cc1 (stereo not given),5.9%,
c1ccc(CN2CCOCC2)nc1,1.9%,
COc1ccccc1CNC(=O)CCS(=O)(=O)c1ccc(Cl)cc1,2.2%,
CCCCCC(=O)Nc1ccc(C(=O)COC(=O)CN2C(=O)NC3(CCCC3)C2=O)cc1,-9.5%,
CNS(=O)(=O)c1ccc(CNC[C@H]2O[C@@H](n3ccc(N)nc3=O)[C@H](O)[C@@H]2O)cc1,-5.1%,
Cc1ccc(-n2nc(C)c3c2C(Br)C(C)(C)CC3=O)nc1 (stereo not given),-7.6%,Dengue-2 NS5 capping pilot replicate=-4.8
CC(C)(C)C(=O)Nc1cccc(S(=O)(=O)NC2=NCCC2)c1,-3.0%,
CC(=O)Nc1cc2c3ccccc3ccc2c2ccccc12,23.9%,
CCN1C(=O)C(CC(=O)NCCc2ccccc2)N(NC(=O)c2ccc(Br)cc2)C1=S (stereo not given),5.2%,
CCOc1ccc(OCCOC(=O)CN2C(=O)NC3(CCCC3)C2=O)cc1,0.0%,
COc1ccccc1OCCNC(=O)c1ccc(NC(=O)CC2SC(N3CCCC3)=NC2=O)cc1 (stereo not given),5.9%,
Cc1c(NS(=O)(=O)c2cccc(C(=O)OCC(=O)c3ccc(Cl)cc3)c2)c(=O)n(-c2ccccc2)n1C,0.8%,
COc1cccc(NC(=O)N(C)C[C@H]2Oc3ncc(Br)cc3C(=O)N([C@H](C)CO)C[C@H]2C)c1,-1.7%,
COc1ccccc1-n1nnnc1SCC(=O)NC(=O)Cc1ccccc1,-1.5%,
Cc1c(C(=O)N2CCN(S(=O)(=O)c3cc(F)ccc3F)CC2)oc2ccccc12,-1.5%,
Cc1ccc(NC(=O)COC(=O)c2ccc(=O)n(Cc3ccccc3)n2)cc1F,-8.7%,
Cc1cccnc1NC(=O)c1ccc(S(=O)(=O)N2CCCCCC2)cc1,0.0%,
O=C(C=P(c1ccccc1)(c1ccccc1)c1ccccc1)c1ccccc1-c1ccccc1C(=O)C=P(c1ccccc1)(c1ccccc1)c1ccccc1,0.0%,
C[C@H](CO)N1C[C@H](C)[C@@H](CN(C)S(=O)(=O)c2cn(C)cn2)Oc2ccc(NC(=O)Cn3cnnn3)cc2C1=O,-5.2%,
C[C@H](CO)N1C[C@H](C)[C@@H](CN(C)S(=O)(=O)c2ccccc2)Oc2ccc(NC(=O)C3CCCCC3)cc2C1=O,-1.6%,
O=C1COc2ccc(C(=O)COC(=O)c3ccccc3Cl)cc2N1,3.1%,
Cc1c(Cl)cccc1NC(=S)C(=C([O-])c1ccc(Cl)s1)[n+]1ccccc1,2.3%,
COc1ccc(CCN(C)C(=O)CSc2nc3ccccc3c(=O)n2CC2CCCO2)cc1OC (stereo not given),-3.6%,
CC(=O)Nc1ccc(SCCN2CC[C@@H](C)CCC2=O)cc1,-4.8%,
Cc1cc(C)c(NC(=O)CSCc2nc3sc(C)c(C)c3c(=O)[nH]2)c(Cl)c1,u,
CC(C)CNC(=O)C(=O)NCC1CCCN1S(=O)(=O)c1cccs1 (stereo not given),3.6%,
Nn1c(SCC(=O)N2CCCC2=O)nnc1-c1cccs1,2.2%,
Cc1cc(C(=O)OCC(=O)N(C)c2ccccc2)c2ccccc2n1,-2.9%,
CC(=O)Nc1cc2c(cc1[N+](=O)[O-])-c1ccc(F)cc1C2,-9.7%,
Cc1nc2nc(-c3ccccc3)nn2c(C)c1C,-1.2%,
COc1cc(C(=O)NCC(c2cccs2)N2CCOCC2)ccc1OCc1ccc(Cl)cc1 (stereo not given),0.0%,
CCOC(=O)CNC(=O)CSc1nc(C(C)C)nc2c1cnn2-c1ccccc1,2.7%,
Cc1cc(C(=O)COC(=O)c2ccc(O)cc2O)c(C)n1-c1ccccc1,-5.2%,
CC1(c2ccccc2Br)NC(=O)N(CC(=O)NC2CCCCC2)C1=O (stereo not given),-7.1%,
Cc1cc(C(=O)NNC(=O)C(CCC(N)=O)NS(=O)(=O)c2ccc(Cl)cc2)c(C)o1 (stereo not given),0.0%,
O=C(O)CCC1(CCC(=O)O)CCCC(CCC(=O)O)(CCC(=O)O)C1=O,0.8%,
O=C(CSc1ncccn1)NCCC1=CCCCC1,-8.0%,
COc1ccc(C(CNC(=O)C2CC(=O)N(Cc3ccccc3)C2)N2CCCC2)cc1 (stereo not given),-3.1%,
CSc1nc(N)nc2c1ncn2CC(=O)N[C@H](C)c1cccc2ccccc12,4.6%,
Cc1ccc(OCC(=O)Nc2ccc3c(c2)nc(CCN2CCN(c4ccccn4)CC2)n3C)cc1,1.1%,
CCOc1ccc(C(=O)OCC(=O)NC2CCCCCCC2)cc1,0.7%,
Cc1c(C)c(C)c(S(=O)(=O)NCCC(=O)N2CCN(Cc3ccc(C#N)cc3)CC2)c(C)c1C,-0.7%,
Cn1c(N)c(N=Cc2ccccc2)c(=O)n(C)c1=O,u,

# From PubChem BioAssay
